# High-throughput results (PubChem BioAssay)
# MCF10A rerep – DNA re-replication induction in MCF 10a cells; MCF 10A DNA re-replication, Hoechst nuclear intensity, 48 h; Potency, µM (highest dose often 46.1 µM), without a hit: at the top dose activity, positive = re-replication, usual class: activators; actives 2.9% (n = 350,000); AID 624296; note: potency is the fitted concentration of half-maximal effect; % of control where 0% means no effect; nearly all actives have a fitted effect of over 50% in size
# IL-1B inflam inh – inflammasome signaling inhibition, IL-1 beta readout | actives 4.7% (n = 360,000) | activity change, % at 57.5 µM | THP-1 LPS/ATP IL-1B secretion, AlphaLISA, 16 h; active compounds read low; in the data active = activity change below about -50%; inconclusive = mostly about -30% to -49%; note: % is set by controls: 0 for no effect and ±100 for the full control effect
#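 Secreted IL-1B measured by AlphaLISA bead assay after 16 h compound exposure of THP-1 cells; compounds (final up to 57.5 uM) added 1 h before LPS (250 ng/mL) and ATP (1.25 mM) stimulation; lower signal means less secretion.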
# ATXN2 expr inh – inhibitors of ATXN2 expression. HEK-293 ATXN2-luciferase reporter, luminescence, 24 h. Potency, µM (series often up to 57 µM), inactives show at the highest dose activity change, negative = inhibition, hits mostly inhibitors. actives 0.72% (n = 360,000); note: potency is the fitted concentration of half-maximal effect; % is set by controls: 0 for no effect and ±100 for the full control effect; nearly all actives have a fitted effect of over 55% in size
#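 qHTS (up to 57 uM final) was run with 24 h compound exposure of reporter cells at 37 °C. Each well was multiplexed: SteadyGlo luminescence measured ATXN2-luciferase expression after a fluorogenic Gly-Phe-AFC viability readout (25 uM final).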
# HT1080NT lethal – kills 2HG-producing HT-1080-NT fibrosarcoma cells. AID 686970. HT-1080-NT fibrosarcoma viability, CellTiter-Glo ATP luminescence, 48 h. Potency, µM (highest dose often 46.1 µM), for inactives: at the top dose activity, negative = less viability, actives largely listed as cytotoxic. actives 1.6% (n = 360,000);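 note: NT is the 2HG producing partner of a matched IDH1 knockdown line; potency is the fitted concentration of half-maximal effect; 0% = DMSO-treated cells and -100% = media-only wells without cells; nearly all actives have a fitted effect of over 55% in size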
#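 Viability of the 2HG-overproducing fibrosarcoma line after 48 hours of compound exposure at 37 degrees C was determined by luminescence with CellTiter-Glo, and concentration-effect curves were then fitted and categorized.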
# HT1080 IDH1KD tx – HT-1080 IDH1 knockdown cell toxicity (counter line); HT-1080 IDH1 knockdown viability, ATP luminescence, 48 h; Potency, µM (titrated, usually from 46.1 µM), for the others: at the highest dose activity, negative = toxicity, hits mostly cytotoxic; actives 2% (n = 360,000); AID 686971;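 note: potency is the fitted concentration of half-maximal effect; 0% = DMSO wells and -100% = cell-free medium wells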
#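 HT-1080-IDH1KD cells (IDH1 knocked down), 750/well in RPMI with 5% FBS, treated with compound 48 h at 37 degrees C. Viability by CellTiter-Glo luminescence, normalised to DMSO and no-cell wells; concentration-response curves classed.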
# KB-3-1 cytotox – KB-3-1 parental cell cytotoxicity. KB-3-1 viability, CellTiter-Glo ATP luminescence, 72 h. Potency, µM (top dose mostly 46.1 µM), for inactives: top-dose activity change, negative = cytotoxic, usual class: cytotoxic. actives 1.4% (n = 400,000). AID 1347075; note: potency is the fitted concentration of half-maximal effect; % is set by controls: 0 for no effect and ±100 for the full control effect; nearly all actives have a fitted effect of over 60% in size
#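 Cells are dispensed, compounds pinned in, plates held at 37 °C for 72 h, then CellTiter-Glo is added and luminescence read after 10 minutes. Cell line: parental KB-3-1 in phenol-red-free DMEM, 10% FBS.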
# KB-V1 cytotox – KB-V1 MDR subline cytotoxicity. KB-V1 MDR cells viability, CellTiter-Glo, 72 h. Potency, µM (titrated, usually from 46.1 µM), for inactives: at the highest dose activity change, negative = cytotoxicity, usual class: cytotoxic. actives 3.4% (n = 400,000); note: potency is the fitted concentration of half-maximal effect; % is set by controls: 0 for no effect and ±100 for the full control effect; nearly all actives have a fitted effect of over 60% in size
#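 Potencies derive from concentration-effect curves fitted to normalized luminescence (CellTiter-Glo) of KB-V1 cells treated for 72 h at 37 degrees C in phenol-red-free DMEM containing 10% FBS.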
# SW480 rerep – induces DNA re-replication in SW480 colon adenocarcinoma cells; Potency, µM (titrated, usually from 46.1 µM), inactives show at the highest dose re-replication activation, hits mostly activators; AID 624297; SW480 DNA re-replication, Hoechst DNA content imaging, 48 h; actives 1.8% (n = 340,000); note: potency is the fitted concentration of half-maximal effect; % of control where 0% means no effect; nearly all actives have a fitted effect of over 55% in size
#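 Per well, 250 cells were exposed to pinned compound for 48 hr. Nuclear DNA was visualised with Hoechst (40 min, 37 C) and total object intensity recorded by fluorescence scanning.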
# S2 tox – reduces viability in counter-screen for ATXN expression inhibitors; actives 0.49% (n = 400,000); Potency, µM (top dose mostly 56.7 µM), actives largely listed as cytotoxic; S2 cells (HEK-293 line with an ATXN2-luciferase reporter) viability, CellTiter-Fluor protease fluorescence, 24 h; AID 651635; note: potency is the fitted concentration of half-maximal effect; nearly all actives have a fitted effect of over 40% in size
# * marks the source's active call; other numbers are inactive results; i = inactive; ? = inconclusive; nt = not tested or not shown; & = joins results of further samples; [ ] = remark or other dose. Unless noted, calls come from the whole dose curve; as a rule, active = well fitted curve in the direction sought with a large enough effect; inconclusive = small, poorly fitted or top-dose-only effect, or another doubt; inactive = no such curve, though single readings can be large; an effect the other way counts as inactive or inconclusive.
No.	SMILES	MCF10A rerep	IL-1B inflam inh	ATXN2 expr inh	HT1080NT lethal	HT1080 IDH1KD tx
1	CCOC(=O)CSc1n[nH]c(NC(=O)c2ccccc2)n1	3%	-3	-5%	12%	3%
2	COC(=O)c1ccccc1-c1ccc(/C=N/NC(N)=O)o1	-4%	8	3%	3%	-1%
3	Cn1nc(C(=O)Nc2cccc(Cl)c2)cc1C(=O)Nc1cccc(Cl)c1	14%	-63*	-39%	-6%	-12%
4	CN(Cc1nc(-c2ccc3c(c2)OCO3)no1)CC1(N2CCOCC2)CCCCC1	28%	4	-10%	0%	5%
5	O=[N+]([O-])c1ccccc1S(=O)(=O)NCc1ccc(F)cc1	8%	-11	-7%	19%	20%
6	CCC(C)(C)NC(=O)C(c1ccc(OC)cc1)N(C(=O)CCC(=O)Nc1cc(C)on1)c1ccc2c(c1)OCO2 (stereo not drawn)	16%	-7	1%	-8%	-18%
7	CCN(c1ccccc1)S(=O)(=O)c1ccc(Cl)c(NC(=O)CN2C(=O)NC3(CCCC3)C2=O)c1	2%	?	nt	-5%	1%
8	COc1ccc(-c2cc(C(=O)Nc3ccc4c(c3)OCO4)no2)cc1	0%	1	-4%&-21%	-14%	-15%
9	CCOC(=O)c1[nH]c(C)c(CCC(=O)NCc2ccc(OCC)cc2)c1C	nt	nt	6%	nt	nt
10	CCOC(=O)c1c(C(=O)OCC)c(C)n(Cc2cc(OC)c(OC)c(OC)c2)c1C	-2%	23	-9%	4%	0%

No.	KB-3-1 cytotox	KB-V1 cytotox	SW480 rerep	S2 tox
1	3%	0%	-2%	i
2	15µM*	5.2µM*	-18%	i
3	-17%	7%	?	?
4	-6%	?	-4%	?
5	-2%	0%	0%	i
6	-3%	-23%	-1%	i
7	-3%	-18%	20%	i
8	0%&3%	2%&3%	3%	i
9	1%	6%	nt	i
10	2%	-11%	-697%[inhibitor]	?

# Next entries follow.
No.	SMILES	MCF10A rerep	IL-1B inflam inh	ATXN2 expr inh	HT1080NT lethal	HT1080 IDH1KD tx
11	CC1(C)CC(=O)C=C(NCC2CCCO2)C1 (stereo not drawn)	4%	14	0%	3%	-1%
12	Cc1nn(-c2ccc(F)cc2)c(Cl)c1/C=N/NC(=O)c1cccc(S(=O)(=O)N2CCCC2)c1	-1%	-13	-1%	13%	17%
13	COC(=O)c1ccc2nc(NC(=O)C3CCCCC3)sc2c1	16%	10	42%[activator]	9%	14%
14	CCOc1ccc(C(=O)NCC(=O)OCc2nnc(-c3ccccc3)o2)cc1OCC	-5%	13	5%	16%[9.24 µM]	10%
15	Cc1ccc(C)c(NC(=O)Cn2nnc(C(=O)NCc3ccco3)c2N)c1	-1%	13	nt	?	?
16	CCOc1ccc(NC(=O)CN(C)C(=O)CCNC(=O)c2ccco2)cc1OCC	-4%	-6	1%	-1%[9.24 µM]	4%
17	NC(N)=N/N=C/c1ccc(Cl)cc1Cl	1%	-99*	-32%	?	16µM*
18	CCCCNCCOCCOc1ccc(C)cc1Br	?	-25	-8%	-30%	-23%
19	COc1ccc(-n2nnnc2SCC(=O)N(C)C2CCS(=O)(=O)C2)cc1 (stereo not drawn)	-1%	5	6%	1%	4%
20	COc1ccc(C2=NOC(C)(c3sc(-c4ccc(Cl)cc4)nc3C)C2)cc1 (stereo not drawn)	-1%	-22	6%	-2%	-1%

No.	KB-3-1 cytotox	KB-V1 cytotox	SW480 rerep	S2 tox
11	12%	7%	-4%	i
12	0%	-20%	-8%	i
13	-6%	1%	-2%	i
14	-11%	9%	-1%	i
15	?	?	?	?
16	0%	16%	-4%	i
17	?	?	?	?
18	12%	16µM*	?	i
19	11%	-11%	-3%	i
20	0%	0%	?	i

# Looked up above:
# Entry of `COc1ccc(C2=NOC(C)(c3sc(-c4ccc(Cl)cc4)nc3C)C2)cc1` (stereo not drawn) under KB-3-1 cytotox: 0%
# Entry of `NC(N)=N/N=C/c1ccc(Cl)cc1Cl` under ATXN2 expr inh: -32%

# Next part.
No.	SMILES	MCF10A rerep	IL-1B inflam inh	ATXN2 expr inh	HT1080NT lethal	HT1080 IDH1KD tx
21	COc1ccc(S(=O)(=O)N2CCOCC2)cc1NC(=O)Cc1coc2cc(C)ccc12	2%	19	5%	-1%	-1%
22	Nc1nc(NCc2ccco2)nc(Nc2ccc(F)cc2)c1[N+](=O)[O-]	-1%	7	-3%	-2%	-4%
23	COc1ccc(NC(=O)C2CCCC2)cc1S(=O)(=O)N1CCOCC1	0%	-12	-14%	1%	7%
24	Brc1ccc(OCc2nnnn2-c2ccccc2)cc1	?	-69*	-31%	-17%	-18%
25	COc1ccc(C(=O)NC(=S)Nc2cc(C)ccn2)cc1[N+](=O)[O-]	-9%	17	3%	-25%	-23%
26	COc1ccc(CCNC(=O)COc2ccc(-c3ccccc3)cc2)cc1OC	?	-1	9%	5%	3%
27	CC(=O)Nc1ccc(S(=O)(=O)Nc2ccc(S(=O)(=O)Nc3nccs3)cc2)cc1	-8%	2	-4%	?	15%
28	CCCn1c(=O)c(Br)cn(-c2ccccc2C)c1=O	5%	?	nt	12%	0%
29	Cc1cccc(C)c1NC(=S)NC(C)(C)CO	9%	5	nt	8%	14%
30	CN(C)c1oc(-c2ccc(OCc3ccc(Cl)cc3)cc2)nc1C#N	-5%	-7	-13%	13%	0%

No.	KB-3-1 cytotox	KB-V1 cytotox	SW480 rerep	S2 tox
21	7%	-11%	15%	i
22	0%	7%	?	i
23	9%	-6%	-4%	i
24	?	?	-1%	nt
25	0%	10%	-7%	?
26	-2%	-17%	-5%	?
27	-6%	0%	-9%	i
28	3%	-11%	-21%	i
29	0%	13%	16%	i
30	8%	4%	-12%	i

# Next compounds follow:
No.	SMILES	MCF10A rerep	IL-1B inflam inh	ATXN2 expr inh	HT1080NT lethal	HT1080 IDH1KD tx
31	O=C(N1CCOCC1)N1CCN(C(=O)N(c2ccccc2)c2ccccc2)CC1	-1%	27	-5%	3%	5%
32	Cc1nn(-c2ccccc2)c(Cl)c1C(=O)NCC1CCCO1 (stereo not drawn)	1%	-2	-24%	-12%	8%
33	Cc1cccc(CNc2ncnc3[nH]ncc23)c1	0%	24	-12%	-2%	-1%
34	COc1ccc(CNC(=O)/C=C/c2ccc(OCCCF)cc2)cc1	0%	-17	15%	0%	6%
35	O=C(COc1ccccc1Cl)NCCCNC(=O)c1ccccn1	2%	20	3%	-1%	-1%
36	COc1cc2cc(OC(C)=O)c3cc4c(cc3c2c(OC)c1OC)OCO4	nt	13	9%	15%	22%
37	C/C(=N\OCC(=O)O)c1ccc(Cl)cc1	-2%	0	-20%	0%	11%
38	CCc1ccc(C2C(C#N)=C(N)OC3=C2C(=O)CCC3)s1 (stereo not drawn)	-3%	-21	-11%	-7%	-15%
39	CCOC(=O)C1(CCCc2ccccc2)CCN(C(=O)Cc2nonc2C)CC1	-10%	?	-10%	1%	-11%
40	CCC(c1nc2ccccc2[nH]1)n1c(-c2ccc3ccccc3c2)nc2ccccc21 (stereo not drawn)	nt	?	nt	-29%	-24%

No.	KB-3-1 cytotox	KB-V1 cytotox	SW480 rerep	S2 tox
31	2%	11%	-7%	i
32	13%	12%	-22%	i
33	-9%	17%	-4%	?
34	-1%	-1%	1%	i
35	2%	-12%	-8%	i
36	12%	-7%	nt	i
37	4%	-11%	-14%	i
38	0%	-9%	-2%	i
39	-1%	-7%	3%	i
40	-27%	?	nt	nt

# The closing 4 compounds of the section before lead into the next.
No.	SMILES	MCF10A rerep	IL-1B inflam inh	ATXN2 expr inh	HT1080NT lethal	HT1080 IDH1KD tx
37	C/C(=N\OCC(=O)O)c1ccc(Cl)cc1	-2%	0	-20%	0%	11%
38	CCc1ccc(C2C(C#N)=C(N)OC3=C2C(=O)CCC3)s1 (stereo not drawn)	-3%	-21	-11%	-7%	-15%
39	CCOC(=O)C1(CCCc2ccccc2)CCN(C(=O)Cc2nonc2C)CC1	-10%	?	-10%	1%	-11%
40	CCC(c1nc2ccccc2[nH]1)n1c(-c2ccc3ccccc3c2)nc2ccccc21 (stereo not drawn)	nt	?	nt	-29%	-24%
41	CCOc1ccc(/C=N/NC(=O)Cn2ccnc2C)cc1	4%	0	-2%	11%	10%
42	CC(C)OCCCN1C=C2C(=O)C(C)(OC(=O)CCc3ccccc3)C(=O)C=C2C=C1c1ccc(C#N)cc1 (stereo not drawn)	-4%	7	-8%	5%	-2%
43	CCN1CCN(CC2CC3C=CC2C3)CC1 (stereo not drawn)	0%	12	5%	15%	2%
44	Cc1ccc(CN2CCN(Cc3cnc(C)[nH]3)CC2CCO)cc1 (stereo not drawn)	-1%	-18	1%	3%	16%
45	CCNC(=O)C1CCCN(C(=O)c2ccccc2OC(F)(F)F)CC1 (stereo not drawn)	nt	17	8%	17%	20%
46	COc1ccccc1CN1CC(C(=O)NCCCCc2ccccn2)CCC1=O (stereo not drawn)	nt	26	nt	-2%	-4%
47	O=C(CSc1ccc2ccccc2n1)NCc1ccc2c(c1)OCO2	-1%	19	-21%	6%	7%
48	Cc1cc(C(=O)CSc2nnnn2-c2ccc(Cl)cc2)c(C)n1CC1CCCO1 (stereo not drawn)	?	20	-6%	11%	7%[9.24 µM]
49	COc1cccc(OC)c1C(=O)NCc1ccco1	nt	23	nt	14%	12%
50	O=C(Cn1cc([N+](=O)[O-])cn1)NCC1CCCO1 (stereo not drawn)	2%	35	7%	12%	4%

No.	KB-3-1 cytotox	KB-V1 cytotox	SW480 rerep	S2 tox
37	4%	-11%	-14%	i
38	0%	-9%	-2%	i
39	-1%	-7%	3%	i
40	-27%	?	nt	nt
41	9%	1%	-1%	i
42	7%	-8%	-1%	i
43	18%	-12%	-1%	i
44	0%	13%	-4%	i
45	0%	4%	nt	i
46	4%	-11%	nt	i
47	-3%	-4%	1%	i
48	2%	-18%	3%	i
49	2%	5%	nt	i
50	10%	-3%	-6%	i
